Lipid storage S3 – qHTS Assay for Lipid Storage Modulators in Drosophila S3 Cells; Drosophila S3 cells, BODIPY lipid droplet fluorescence, 18-24 h; cells fed with added oleic acid; Potency in µM for hits, for the others lipid storage change, negative = inhibition, % at the top dose, mostly 46.1 µM; 320,000 tested, 0.64% active; active = well fitted inhibition curve with a large enough effect in the signal ratio, with a control signal flat, not every such curve was filed as active; inconclusive = small, poorly fitted or top-dose-only effect, or effect the other way, or a change in a side signal; the % refers to the signal ratio
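Laser-scanning cytometry quantifies lipid droplet accumulation (500–530 nm total intensity; droplet/cell object ratio) in oleic acid-fed (400 uM added) Drosophila S3 cells treated with a concentration series. 20 uM Triacsin C defined 100% inhibition.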
Lipid storage S3 cell count max – recorded beside Lipid storage S3, whose call it bears; cell number change, %; measured here: cell count max response;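 cells counted by Cell Tracker Red CMTPX staining in the red channel; peak over a dose series mostly up to 46.1 µM; percent activity relative to internal control wells on each plate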
The depositor's hits bear a star; i = inactive; ? = inconclusive; · = no result given. % is scaled to controls: 0 for no effect and ±100 for the full control effect; potency is read from the fitted curve at half-maximal effect. An excerpt; rates above refer to the full screens.

Sample of the layout:
nr	Compound	Lipid storage S3	Lipid storage S3 cell count max
1	COc1ccc(/C=C2\C(=O)ON=C2c2ccccc2)cc1OC	?	·
2	CC(=O)Nc1ccc(S(=O)(=O)NC2=NCN(c3ccc([N+](=O)[O-])cc3)CN2)cc1	-18%	23
3	N#Cc1cccc(C#N)c1NCC1CCCO1 (stereo not drawn)	7%	9
4	O=C(CCS(=O)(=O)c1cccc2nonc12)NCc1ccc(Cl)cc1	?	·
5	O=C(COC(=O)CCc1ccc(S(=O)(=O)N2CCOCC2)cc1)Nc1cccc(Cl)c1	i	44
6	CCC(Oc1ccccc1)C(=O)Nc1nnc(S(=O)(=O)N2CCCC2)s1 (stereo not drawn)	-8%	3
7	CCN(CC)S(=O)(=O)c1ccc(OC)c(NC(=O)C2CC(=O)N(c3ccc4c(c3)OCCO4)C2)c1 (stereo not drawn)	i	-26

The list itself, from the first entry:
nr	Compound	Lipid storage S3	Lipid storage S3 cell count max
1	COc1ccc(/C=C2\C(=O)ON=C2c2ccccc2)cc1OC	?	·
2	CC(=O)Nc1ccc(S(=O)(=O)NC2=NCN(c3ccc([N+](=O)[O-])cc3)CN2)cc1	-18%	23
3	N#Cc1cccc(C#N)c1NCC1CCCO1 (stereo not drawn)	7%	9
4	O=C(CCS(=O)(=O)c1cccc2nonc12)NCc1ccc(Cl)cc1	?	·
5	O=C(COC(=O)CCc1ccc(S(=O)(=O)N2CCOCC2)cc1)Nc1cccc(Cl)c1	i	44
6	CCC(Oc1ccccc1)C(=O)Nc1nnc(S(=O)(=O)N2CCCC2)s1 (stereo not drawn)	-8%	3
7	CCN(CC)S(=O)(=O)c1ccc(OC)c(NC(=O)C2CC(=O)N(c3ccc4c(c3)OCCO4)C2)c1 (stereo not drawn)	i	-26
8	CC1CN(c2ccc(NC(=S)NNCCC#N)cc2)CC(C)O1 (stereo not drawn)	?	·
9	CCOc1ccccc1CNS(=O)(=O)c1ccc(-c2cnc(C3CC3)o2)cc1	i	-14
10	COc1cc(OC)c2c(C)cc(=O)oc2c1C(CCN1CCOCC1)c1ccc2c(c1)OCO2 (stereo not drawn)	?	·
11	COc1ccc(N(CC(=O)N2CCN(C)CC2)S(C)(=O)=O)cc1OC	?	·
12	COC(=O)c1cc(NS(=O)(=O)c2ccc(Cl)c(N3C(=O)c4ccc(C(=O)O)cc4C3=O)c2)cc(C(=O)OC)c1	?	·
13	O=C1CCCN1CCC(=O)N1CCCC(Nc2ccc(F)cc2)C1 (stereo not drawn)	?	·
14	COc1ccc(-n2ncc3c2CC(C)(C)CC3NC(=O)CSc2ccccn2)cc1 (stereo not drawn)	?	·
15	CCOc1ccc(OCCC(=O)N2CCN(S(=O)(=O)c3cccc(F)c3)CC2)cc1	i	-21
16	O=[N+]([O-])c1ccc(CN2CCN(c3ccc4ccccc4n3)CC2)cc1	?	·
17	CC(C)CNC(=O)COC(=O)c1cncc(Br)c1	0%	13
18	CCCCc1nc2sc3c(=O)n(N)cnc3c2c2c1CCC2	-1%	7
19	Cc1ccnn1CCC(=O)O	-19%	4
20	CC(COc1ccccc1)N(CCCl)Cc1ccccc1 (stereo not drawn)	?	·
21	Cc1cccc(NC(=O)CNC(=O)c2cccc(S(=O)(=O)NCc3cccs3)c2)c1C	?	·
22	CCN(CC)N=Nc1ccc(S(=O)(=O)N2CCSC2C(=O)O)cc1 (stereo not drawn)	9%	·
23	O=C(Nc1ccnc(-c2cccnc2)n1)c1cccc(Cl)c1Cl	-10%	2
24	CCc1nnc(NC(=O)CSc2nnc(COc3ccccc3)n2-c2ccc(C)cc2)s1	?	·
25	O=C(NN=C1CCCCCC1)c1cc(-c2ccccc2)nc2ccccc12	-16%	2
26	NNC(=O)/C(=C/c1cccs1)NC(=O)c1ccccc1Cl	3%	14
27	CC(=O)C[C@H](O)CC(=O)[C@H]1OC(=O)[C@H](C)C/C=C\Cc2ccccc21	0%	·
28	CCn1nccc1C(=O)Nc1cc(Cl)cc(Cl)c1	?	·
29	Cc1cc(C)cc(OC(C)C(=O)Nc2ccc(S(=O)(=O)Nc3cc(C)nc(C)n3)cc2)c1 (stereo not drawn)	?	·
30	O=[N+]([O-])c1ccc(Nc2cccc(F)c2)nc1	?	·
31	COC(=O)c1ccc(CO/N=C/c2ccc(OC)cc2OC)cc1	?	·
32	CCCOc1cccc(C(=O)Nc2ccc(CN3CCOCC3)cc2)c1	-14%	8
33	COc1ccccc1NC(=O)CSc1n[nH]c(-c2cccnc2)n1	?	·
34	Cc1ccc(C(=O)Nc2ccc(N3CCN(C(=O)c4cccs4)CC3)cc2)c(Cl)c1	?	·
35	CC(C)N1CCc2c(sc(NC(=O)c3ccc(S(=O)(=O)N4CCOCC4)cc3)c2C#N)C1	?	·
36	CCOC(=O)c1ccc(Nc2nc(C)cc(C)n2)cc1	?	·
37	C(=N\Nc1nc(-c2cccnc2)nc2ccccc12)/c1ccccc1	-5%	8
38	CSc1ccc(CNCc2ccc3c(c2)OCO3)cc1	?	·
39	CC/C(=N/NC(=O)c1ccc(Br)cc1)c1ccc(OCCN2CCOCC2)cc1	18%	·
40	Nc1cccc(NC(=O)c2cccs2)c1	?	·
41	Cc1ccc(O)c(NC(=O)c2ccco2)c1	-13%	5
42	CC(=O)NC(c1ccco1)c1cc(Cl)c2ccccc2c1O (stereo not drawn)	i	-16
43	O=C(O)c1ccccc1NSc1ccccc1[N+](=O)[O-]	?	·
44	CCC(C)C(NC(=O)C(N)CC(C)C)C(=O)NC(CCC(=O)OCc1ccccc1)C(N)=O (stereo not drawn)	?	·
45	O=C(OCC(=O)N1CCN(C(=O)c2ccco2)CC1)c1cc(-c2ccc(F)cc2)nc2ccccc12	?	·
46	CC(C)C(NC(=O)c1ccc(Cl)cc1)C(=O)NC1=NCCS1 (stereo not drawn)	?	·
47	COC(=O)[C@@]12CCCCN1[C@H](c1ccc(-c3ccc(C(C)=O)cc3)cc1)[C@H]1C(=O)N(C)C(=O)[C@H]12	?	·
48	CN(C)C(=O)c1ccccc1Sc1ccc(Cl)cc1Cl	?	·
49	Cc1ccc(NC(=O)CCNC(=O)c2ccc(Br)cc2)cc1S(=O)(=O)N1CCCCCC1	?	·
50	COc1ccc(-c2cnc[nH]2)cc1	?	·

(continued)
nr	Compound	Lipid storage S3	Lipid storage S3 cell count max
51	CS(=O)(=O)c1ccc2nc(NC(=O)CCNC(=O)c3ccc([N+](=O)[O-])cc3)sc2c1	?	·
52	Cc1ccc(-n2nc3c(c2NC(=O)c2ccc4c(c2)OCO4)CSC3)c(C)c1	i	·
53	CCN(CC(=O)Nc1c(F)cccc1F)C(=O)c1ccc(Cl)c(S(=O)(=O)N2CCCC2)c1	?	·
54	CCOC(=O)C1(Cc2cccc(F)c2)CCN(Cc2ccon2)CC1	?	·
55	Cc1nnc(NCCc2ccccc2)n(N)c1=O	i	·
56	S=c1nc(C2CC2)n(-c2ccccc2)[nH]1	-14%	7
57	COc1ccccc1OC(=O)c1ccc2nsnc2c1	i	·
58	COc1ccc(NC(=O)COC(=O)CCCC2=NS(=O)(=O)c3ccccc3N2)cc1Cl	?	·
59	Cn1cccc1C(=O)NNC(=O)c1ccccc1Br	?	·
60	Cc1nnc(C)n1/N=C/c1ccc2c(c1)OCCO2	14%	2
61	O=C(CCN1c2ccccc2Sc2ccccc21)Oc1ccccc1	2%	-1
62	Cc1ccc(-n2nc(C)c3c2OC(N)=C(C#N)C3c2ccncc2)cc1 (stereo not drawn)	?	·
63	S=C(NCCNCc1ccccc1)NC1CCCCC1	?	·
64	COc1ccc(NC(=O)CCC(=O)c2ccc(Cl)cc2)cn1	?	·
65	CCn1c(SCC(=O)Nc2ccccc2)nc2ccccc2c1=O	7%	-7
66	CCC(=O)NCc1c(Cl)cccc1-n1cccc1	23%	-11
67	CCC(C)(C)C1CCC2(CC1)NC(=O)N(CC(=O)Nc1cc(C(F)(F)F)ccc1N1CCOCC1)C2=O (stereo not drawn)	?	·
68	O=c1cc(-c2ccccc2)cc(-c2ccccc2)n1O	?	·
69	COc1ccc(F)cc1C(=O)C1CCCN(C(=O)CCc2ccccn2)C1 (stereo not drawn)	-25%	-12
70	Oc1ccc(Br)cc1-c1cc(-c2ccccc2)n[nH]1	?	·
71	CC(C)(C)CN1CCN(Cc2cccnc2)CC1CCO (stereo not drawn)	?	·
72	Cc1cc(C)c2c(N)c(C(=O)c3ccc(Cl)cc3Cl)sc2n1	?	·
73	COc1ccc(CCNC(=O)c2cc(-c3cc(Cl)ccc3O)n[nH]2)cc1OC	?	·
74	Cc1noc(N)c1C(=O)Nc1ccccc1F	?	·
75	CCOC(=O)C1CCN(S(=O)(=O)c2ccc3c(c2)CCCN3C(C)=O)CC1	?	·
76	O=C(NCc1ccco1)c1ccc([N+](=O)[O-])o1	i	·
77	Cc1cc(C(=O)Nc2ccccc2)oc1C	19%	-8
78	O=C(CNC(=O)C1CCCCC1)NNC(=O)c1ccc(Cl)cc1Cl	-23%	-3
79	C/C(=N\NC(=O)c1c(C)nc2ccccn12)c1ccc(C(C)(C)C)cc1	?	·
80	CS(=O)(=O)N(Cc1ccc(C(=O)NN=C2CCCC2)cc1)c1ccccc1	7%	4
81	CCOc1ccc(CCNC(=O)COC(=O)c2nccnc2N)cc1OCC	16%	15
82	CCCNC(=O)c1ccc(N2CCC3(CC2)CC(c2ccccc2)=NO3)c(N)c1	?	·
83	N#CC1=C(N)SC2(CCCCC2)SC1c1ccccc1 (stereo not drawn)	-6%	12
84	COC(=O)c1cc(S(=O)(=O)N2CCOCC2)c(Cl)cc1N1CCOCC1	?	·
85	CC(C)C(OC(=O)c1ccco1)C(=O)NCc1cccs1 (stereo not drawn)	-2%	-8
86	N#Cc1c(-c2ccc(Cl)cc2)c2c([nH]c1=O)-c1ccccc1OC2	-18%	0
87	O=c1[nH]c2ccc(NCc3ccc(OCc4ccccc4Cl)cc3)cc2[nH]1	?	·
88	O=c1c(Cc2ccc(F)cc2)c(O)ccn1CCCn1ccnc1	-9%	3
89	COc1ccc2nc(NC(=O)CNS(=O)(=O)c3cccs3)sc2c1	?	·
90	CC(C)CN(C(=O)c1ccc2c(c1)OCO2)C1CCS(=O)(=O)C1 (stereo not drawn)	?	·
91	Cc1ccccc1Oc1nc2c(C)cccn2c(=O)c1/C=C(\C#N)C(=O)NC1CCS(=O)(=O)C1 (stereo not drawn)	?	·
92	CCOCCCNC(=O)C(c1ccc(C)cc1)N(Cc1ccc2c(c1)OCO2)C(=O)c1cnccn1 (stereo not drawn)	0%	-15
93	O=C(CN1C(=O)NC2(CCCC2)C1=O)N1CCN(S(=O)(=O)c2ccccc2Br)CC1	?	·
94	O=C(CCCN1C(=O)/C(=C/c2ccc(F)cc2)SC1=S)NCCCn1ccnc1	?	·
95	CCOc1ccc(/C=N/NC(=O)C(OC)c2ccccc2)cc1 (stereo not drawn)	?	·
96	COc1ccc(OC)c2c1C(=O)c1ccccc1C2=O	?	·
97	CC(=O)N(CN1C(=O)C2C3C=CC(C3)C2C1=O)c1cccc(Cl)c1 (stereo not drawn)	?	·
98	O=C(COC(=O)c1cccnc1Nc1cccc(C(F)(F)F)c1)NC1CCS(=O)(=O)C1 (stereo not drawn)	-8%	-10
99	COc1ccc(C2C=C(C)Nc3nc(SC)nn32)cc1 (stereo not drawn)	9%	20
100	CCC(=O)N1CCc2cc(S(=O)(=O)CCC(=O)Nc3ccc(OC)c(OC)c3)ccc21	5%	-2

The results go on:
nr	Compound	Lipid storage S3	Lipid storage S3 cell count max
101	CCOC(=O)Cc1c(C)[nH]n(-c2ccccc2)c1=O	?	·
102	CCOC(=O)COc1nc(OC)nc(N2CCOCC2)n1	?	·
103	Cc1ccc(S(=O)(=O)c2cc3ccccc3oc2=Nc2ccc3c(c2)OCCO3)cc1	?	·
104	CCOC(=O)Cc1csc(NC(=O)c2ccc(S(=O)(=O)N3CCCCC3)cc2)n1	i	-2
105	COc1ccccc1C(=O)O/N=C(\N)c1ccccn1	10%	12
106	O=C(c1cccc(S(=O)(=O)N2CCOCC2)c1)N1CCCC1	?	·
107	O=C(NCCN1CCCC(O)C1)c1cc(COc2ccc(F)cc2Cl)on1 (stereo not drawn)	?	·
108	COc1cc(/C=C(\NC(=O)c2ccccc2)C(=O)NCC(=O)O)c([N+](=O)[O-])cc1OC	?	·
109	O=C(CSc1nnc(-c2ccncc2)n1CC1CCCO1)NCc1ccccc1 (stereo not drawn)	?	·
110	CN(C[C@H](Cc1ccccc1)N(C[C@H](Cc1cccc2ccccc12)N(CCc1ccccc1)N=O)N=O)N=O	?	·
111	COc1ccc(NC(=O)CN(C)C(=O)CCCc2nc3ccccc3s2)cc1	?	·
112	CCCCN(CC)CCNC(=O)CNC(=O)Cn1ccc2ccccc2c1=O	?	·
113	O=c1nc(/C=C/c2cc([N+](=O)[O-])ccc2Cl)cc(C(F)(F)F)[nH]1	?	·
114	O=C(O)c1cc(-c2ccc(/C=C3/SC(=S)N(Cc4ccccc4)C3=O)o2)ccc1Cl	0%	7
115	Cn1c(=O)[nH]c(=O)c2c1nc([N+](=O)[O-])n2Cc1ccccc1	?	·
116	Cc1ccc(NC(=O)COC(=O)CCOc2ccccc2C)cc1	?	·
117	O=C(COC(=O)/C=C/c1ccc(F)cc1)Nc1cccc(S(=O)(=O)N2CCCC2)c1	?	·
118	CN1C(=O)CC(C(=O)O)SC1=Nc1ccc(F)cc1 (stereo not drawn)	9%	9
119	CC(=O)Nc1sc(/C(C#N)=C/c2ccc(Cl)c(Cl)c2)nc1-c1ccc(C)cc1	?	·

Full records, looked up by structure. Order of values: Lipid storage S3 | Lipid storage S3 cell count max
`O=C(CSc1nnc(-c2ccncc2)n1CC1CCCO1)NCc1ccccc1` (stereo not drawn) across the screens: ? | ·
`Cc1ccc(NC(=O)COC(=O)CCOc2ccccc2C)cc1` across the screens: ? | ·

Screening data as filed in PubChem BioAssay.
